SR-BI DiI-HDL act: activators of SR-BI mediated HDL lipid uptake; CHO ldlA[mSR-BI] cells, DiI-HDL uptake fluorescence, 3 h; 100 = double the neutral-control signal; activation, % at 12.5 µM; AID 504775; actives 0.096% (n = 320,000);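 active means mean replicate activation of at least 60% and every replicate at or above 60%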;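 further: 0% = median plate neutral-control signal and 100% = twice that signal; values of inactives mirror those of a sister screen read the other way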
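Test system: SR-BI-overexpressing, LDLR-lacking CHO cells. Measured by: DiI fluorescence, bottom read. Medium: Ham's F12 with 0.5% BSA, HEPES 25 mM, pH 7.4. Timing: 3 h uptake period with compound, 37 °C.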
dFosB activator: enhances mouse delta FosB homodimer DNA binding | activation, % at 25 µM | P13346 | purified delta FosB, TAMRA-CDK5 oligo fluorescence polarization; percent of positive-control signal above neutral wells | actives 0.99% (n = 340,000);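 active means mean activation above about 17%, with every replicate also reaching it, limit read from the data, passing the limit was not always enough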;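 further: fluorescence polarization rise as delta FosB binds a TAMRA Cdk5 AP-1 oligo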
NSD2 HMT inh: NSD2 (human) methyltransferase inhibition; NSD2 peptide methylation, AlphaScreen, 120 min; O96028; inhibition, % at 12.5 µM; AID 743445; actives 0.54% (n = 310,000); in the data active means inhibition above about 50%
SR-BI HDL uptake: inhibitors of mouse SR-BI mediated HDL lipid uptake. Q61009. ldlA[mSR-BI] CHO cells, DiI-HDL uptake fluorescence, 3 h. AID 488896. inhibition, % at 12.5 µM. actives 0.96% (n = 320,000);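 active means mean replicate inhibition of at least 70% and a set share of replicates each scoring 70 or more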;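 further: 0% = median of neutral control wells and 100% = median of positive control wells; values of inactives mirror those of a sister screen read the other way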
Target sequence (Q61009 whole entry, looked up): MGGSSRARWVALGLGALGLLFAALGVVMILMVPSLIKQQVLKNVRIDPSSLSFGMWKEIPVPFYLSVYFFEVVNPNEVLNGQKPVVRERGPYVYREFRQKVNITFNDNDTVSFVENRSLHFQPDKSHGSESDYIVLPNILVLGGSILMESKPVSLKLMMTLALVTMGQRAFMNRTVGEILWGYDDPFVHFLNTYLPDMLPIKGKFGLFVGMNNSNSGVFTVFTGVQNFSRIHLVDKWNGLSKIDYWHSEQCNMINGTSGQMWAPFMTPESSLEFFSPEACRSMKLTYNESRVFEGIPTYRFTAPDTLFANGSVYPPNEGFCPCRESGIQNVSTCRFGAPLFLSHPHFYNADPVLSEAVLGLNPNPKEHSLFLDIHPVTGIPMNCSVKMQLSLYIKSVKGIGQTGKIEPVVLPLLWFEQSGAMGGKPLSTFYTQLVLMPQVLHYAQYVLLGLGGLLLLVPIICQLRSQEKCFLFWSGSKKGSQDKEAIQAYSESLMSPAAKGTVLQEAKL
Pemphigus Ab inh: human desmoglein-3 autoantibody binding inhibition; P32926; DSG3-coupled beads, scFv-anti-DSG3-GFP binding, flow cytometry; active compounds read low; binding (percent of control), % at 10 µM; actives 0.48% (n = 310,000); AID 588358;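 active means binding more than 3 SD below its plate's average and above zero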;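 further: hits lower antibody fragment binding to DSG3; some compounds called inactive have numbers as strong as hits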
MITF TRPM1 HTS: increases MITF-driven TRPM1 promoter luciferase signal | SK-MEL-5 TRPM1-promoter luciferase, 24 h; % of positive control, neutral wells = 0 | activation, % at 12.5 µM | actives 0.75% (n = 300,000) | AID 588334;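 active means mean activation of at least 80% with every replicate also reaching 80%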;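 further: 0% = neutral control wells and 100% = parthenolide positive control wells; values of inactives mirror those of a sister screen read the other way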
PKA-R1A activ: activators of PKA-R1A complex; P00514+P68181; PKA-R1A dissociation, Cy5-IP20 fluorescence polarization; scaled: DMSO 0%, 113 µM cGMP 100%; activation, % at 11.4 µM; actives 0.083% (n = 340,000); AID 504707;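 active means percent activation above the mean of all tested compounds plus 3 SD, cut at about 19% in these data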;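 further: higher means more PKAc released from R1A so a rise in polarization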
CDK5 inh: inhibitors of human CDK5/p35 kinase; inhibition, % at 10 µM; Recombinant CDK5/p35, ADP-Glo luminescence, 60 min; AID 488839; actives 0.01% (n = 330,000);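 active means highest replicate inhibition of at least 50% and at least 75% of replicates reaching 50%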;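 further: plate controls were DMSO neutral control for no effect and GW8510 at 10 µM for full effect; many of its hits are not listed in these tables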
Arr AP2 block: inhibitors of human beta-arrestin and AP2 interaction; actives 0.31% (n = 340,000); inhibition, % at 10 µM; FITC-arrestin peptide / GST-AP2 beads, flow cytometry; AP2 beta2 appendage carries R879A mutation; AID 504490;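 active means inhibition above a set limit, near 3 SD of compounds lacking own fluorescence, cut at about 54% in these data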;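 further: plate controls were DMSO wells for no effect and 5 µM unlabelled arrestin peptide for full effect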
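Material – AP2 appendage R879A on GSH beads · Buffer or medium – PBS with 0.05% Tween 20 and 0.1% BSA · Probe or stimulus – fluorescein-tagged arrestin peptide at 50 nM final · Incubation – compound with beads 12 min RT, then probe 1 h RT · Detection – high-throughput flow cytometry of beads, ex 488, em 535 nm · Evaluation – percent response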
PKA-R2B act: PKA-R2B complex activation | P22694+P31323 | PKA-R2B holoenzyme dissociation, Cy5-IP20 fluorescence polarization; R2B truncated from residue 108, S112A mutant; 0% DMSO only, 100% 113 µM cGMP | activation, % at 11.4 µM | actives 0.079% (n = 340,000);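 active means activation above a cutoff set at the mean over all compounds plus 3 SD, cut at about 18% in these data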;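 further: higher means more holoenzyme dissociation and a rise in polarization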
Target sequence (P31323 whole entry, looked up, other chains not shown, the tested form may be a part): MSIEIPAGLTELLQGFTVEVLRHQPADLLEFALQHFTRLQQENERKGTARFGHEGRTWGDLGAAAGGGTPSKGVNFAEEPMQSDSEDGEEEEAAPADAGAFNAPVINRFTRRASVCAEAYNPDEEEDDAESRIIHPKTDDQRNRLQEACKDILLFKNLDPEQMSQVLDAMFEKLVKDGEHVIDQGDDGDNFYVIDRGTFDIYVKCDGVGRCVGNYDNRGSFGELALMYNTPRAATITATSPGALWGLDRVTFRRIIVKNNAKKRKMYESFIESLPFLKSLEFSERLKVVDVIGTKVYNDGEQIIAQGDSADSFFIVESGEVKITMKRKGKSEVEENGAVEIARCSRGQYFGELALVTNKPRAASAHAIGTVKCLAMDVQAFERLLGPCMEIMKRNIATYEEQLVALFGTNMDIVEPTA
Mot1-301 SUMO: SUMOylation pathway inhibition by Mot1-301 growth rescue | actives 1% (n = 320,000) | AID 2716 | S. cerevisiae Mot1-301 growth rescue, ATP luminescence, 38.5C; percent above DMSO median, 100 means doubled | growth rescue, % at 18.8 µM;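 active means every valid replicate shows activation above 250% relative to neutral control wells; inactive means the rest, any valid replicate at or below 250%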;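 further: OY570 slx delta 5 strain wells were the positive control but not used for scaling; some compounds called inactive have numbers as strong as hits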
Starred values were filed as active, the others as inactive; / = no result given. Compounds were not picked by outcome; any-hit rate near 4.7%.

SMILES	SR-BI DiI-HDL act	dFosB activator	NSD2 HMT inh	SR-BI HDL uptake	Pemphigus Ab inh	MITF TRPM1 HTS	PKA-R1A activ	CDK5 inh	Arr AP2 block	PKA-R2B act	Mot1-301 SUMO
Cc1cc(-c2n[nH]c(=S)n2/N=C/c2ccc(C)o2)n[nH]1	-8	3	/	8	/	-5	-5	-0.2	14	-17	-24
O=C(COc1ccccc1)NCc1nnc2c3ccccc3c(-c3ccccc3)nn12	-9	-5	10	9	97	-3	-6	-1.8	2	-2	-5
Oc1ccccc1C=NNC(=S)Nc1ccc(F)cc1	-101	-10	-2	101*	96	-3	-2	4.3	19	3	/
C1CCc2c(nc3nnnn3c2N2CCOCC2)C1	6	-8	-2	-6	89	0	-4	0.8	6	-3	2
Cc1ccc(C(=O)NC23CC4CC(CC(C4)C2)C3)c(Cl)c1	1	-5	21	-1	99	27	-6	-0.5	10	0	14
Cc1c(Cl)cccc1NC(=O)COC(=O)c1ccc(CN2CCCC2=O)cc1	2	4	-2	-2	117	18	-12	-7.9	-1	-16	2
Cc1cnc(C(=O)NCC(c2ccccc2)c2ccccc2)cn1	-23	-11	-7	23	97	-4	-4	2.6	12	-4	164
CC1N(C)c2cccc3cccc(c23)N1C	11	-6	-1	-11	168	/	-2	3.0	40	-1	-35
O=C(NCCN1CCCC1)c1ccc2c(c1)N(Cc1cccc(Cl)c1)C(=O)c1ccccc1S2(=O)=O	8	8	24	-8	118	11	-12	/	-5	2	163
CC(=O)Oc1ccc([N+](=O)[O-])cc1N1C(=O)c2ccccc2C1=O	30	-12	13	-30	88	-3	-1	/	3	0	7
Cc1cc(=O)c(C(=O)O)nn1-c1ccccc1C(F)(F)F	/	-2	-3	/	121	10	-5	4.2	-7	2	-9
COc1ccc2nc(N(CCN(C)C)C(=O)c3ccc(C(=O)c4ccccc4)cc3)sc2c1	-8	31*	19	8	107	5	4	0.5	40	-1	-15
O=C(O)c1c2c(nc3ccccc13)CCCCC2	-19	0	0	19	92	12	-7	0.1	5	-1	-10
COC(=O)c1cc(=O)nc2sc3ccccc3n12	26	5	21	-26	103	-1	-25	0.8	6	-6	-5
COC(=O)C1(CCSC)NC(c2ccco2)C2C(=O)N(C)C(=O)C21 (configuration not stated)	-20	1	0	20	99	17	-10	5.6	4	2	160
COc1cccc(Sc2cc(N3CCOCC3)nc(-c3ccccc3)n2)c1	-58	-11	-8	58	111	10	10	0.0	14	-1	105
Cc1ccc(N2C(=O)CC(Cc3cc(C)cc(C)c3)C2=O)cc1 (configuration not stated)	/	-5	-4	/	110	-9	6	1.2	-11	-9	92
O=C(N=Nc1c(O)[nH]c2ccc([N+](=O)[O-])cc12)c1cc(-c2ccccc2Cl)nc2ccccc12	-53	-5	6	53	75	-15	-2	1.1	-3	-6	12
c1ccc(-n2ncc3c(N4CCC5(CC4)OCCO5)ncnc32)cc1	9	-8	1	-9	97	93*	-8	-0.7	24	3	-12
CC(C)C(=O)Nc1c2c(nn1-c1ccc([N+](=O)[O-])cc1)CS(=O)(=O)C2	-7	5	-3	7	98	0	0	-0.4	-2	3	6
COc1ccc(NC(=O)c2cc(C)nn2-c2ccccc2)cc1	3	-3	2	-3	98	63	-1	2.3	-4	-2	-8
O=C(CN1C(=O)c2ccccc2S1(=O)=O)Nc1cccnc1	4	0	-1	-4	/	5	-9	0.6	3	1	51
CC(=O)c1ccc(NC(=O)COC(=O)c2c[nH]c3ccccc23)cc1	-14	8	-2	14	115	-14	-3	-0.1	-1	-4	11
O=C1CC(c2ccc3ccccc3c2)NN1 (configuration not stated)	-17	4	/	17	96	-6	-13	2.5	-6	-4	-1
COc1ccccc1NC(=O)c1ccc(NC(=O)CNC(=O)c2ccc(OC)c(OC)c2)cc1	/	-12	-1	/	/	3	9	0.3	3	6	-15
CC(C)CC(=O)NC(=S)NNC(=O)c1cccc([N+](=O)[O-])c1	7	5	0	-7	96	5	-5	3.2	25	-1	-10
Fc1cccc(CN2CCN(C(=S)NCCc3ccccc3)CC2)c1	5	3	1	-5	106	-2	-11	4.3	38	0	69
Cc1onc(NC(=O)NC(=O)c2ccccc2F)c1Br	9	-11	/	-9	96	10	-3	1.6	3	1	22
Cc1nn(Cc2ccccc2)c(Cl)c1/C=N/NC(=O)c1cccnc1	10	-4	-1	-10	86	-15	7	0.7	28	4	9
CCOCCCn1c(=S)[nH]c2ncccc2c1=O	10	-2	-4	-10	92	17	4	-2.9	7	8	8
O=S(=O)(c1cccc(F)c1)N1CCN(c2nc(-c3cccnc3)nc3ccccc23)CC1	-2	-3	-2	2	/	-12	3	-0.3	-7	-4	4
O=C(c1cnsn1)N1CCCC(Nc2ccc(F)c(F)c2)C1 (configuration not stated)	4	-5	-1	-4	93	0	-4	-0.1	-12	-10	/
CN(C)C(=O)Cn1c(=O)n(C)c2ccccc21	3	0	-1	-3	107	5	-2	1.3	4	-4	20
CC1=CC=CC2=N/C(=N\S(=O)(=O)c3ccc(F)cc3F)c3ccccc3CN12	-13	-5	-4	13	99	3	-2	-2.4	27	-17	5
Brc1ccc(-n2cc(-c3ccccc3)c3c(NN4CCOCC4)ncnc32)cc1	-33	-14	0	33	90	10	-5	1.7	0	-8	11
Cc1ccc(S(=O)(=O)NNC(=O)C2CCN(Cc3ccccc3)CC2)cc1	18	2	-4	-18	105	/	-3	-0.8	0	-13	100
COc1ccccc1CN1[C@@H](CC(C)=O)c2cc(C(F)(F)F)ccc2S1(=O)=O	11	-4	/	-11	106	1	4	-1.1	-7	13	6
COc1ccc(S(=O)(=O)NCCC(=O)NC2CCCCCCC2)cc1	-3	-7	2	3	106	-9	-5	-1.4	2	-13	5
Cc1ccc(-c2cc(-c3n[nH]c(=S)n3C)c3ccccc3n2)cc1	-49	-4	9	49	98	30	0	1.4	28	-5	96
COCCCn1nnnc1SCC(=O)Nc1ccc2c(c1)OCCO2	-7	-2	-3	7	107	14	-10	-0.8	5	-4	8
Cc1cc(OCC#N)nc(N)n1	26	4	-1	-26	102	2	-5	1.1	28	-1	-11
CC(=O)c1oc2ccccc2c1NC(=O)CN1CCCCC1	-11	-3	-6	11	89	7	5	-0.9	-1	1	-3
COc1ccc(N2CCN(C(=O)CCC(=O)NNc3nc4ccccc4c4nc(C)nn34)CC2)cc1	-1	-3	1	1	99	8	5	-0.4	3	2	2
O=C(Nc1nsc(-c2ccccc2)n1)c1ccncc1	18	0	0	-18	112	25	9	0.3	-2	1	-5

Copied from the entries so far for reference:
SMILES	SR-BI DiI-HDL act	dFosB activator	NSD2 HMT inh	SR-BI HDL uptake	Pemphigus Ab inh	MITF TRPM1 HTS	PKA-R1A activ	CDK5 inh	Arr AP2 block	PKA-R2B act	Mot1-301 SUMO
O=C(N=Nc1c(O)[nH]c2ccc([N+](=O)[O-])cc12)c1cc(-c2ccccc2Cl)nc2ccccc12	-53	-5	6	53	75	-15	-2	1.1	-3	-6	12
c1ccc(-n2ncc3c(N4CCC5(CC4)OCCO5)ncnc32)cc1	9	-8	1	-9	97	93*	-8	-0.7	24	3	-12
CC(C)C(=O)Nc1c2c(nn1-c1ccc([N+](=O)[O-])cc1)CS(=O)(=O)C2	-7	5	-3	7	98	0	0	-0.4	-2	3	6
COc1ccc(NC(=O)c2cc(C)nn2-c2ccccc2)cc1	3	-3	2	-3	98	63	-1	2.3	-4	-2	-8
O=C(CN1C(=O)c2ccccc2S1(=O)=O)Nc1cccnc1	4	0	-1	-4	/	5	-9	0.6	3	1	51
CC(=O)c1ccc(NC(=O)COC(=O)c2c[nH]c3ccccc23)cc1	-14	8	-2	14	115	-14	-3	-0.1	-1	-4	11
O=C1CC(c2ccc3ccccc3c2)NN1 (configuration not stated)	-17	4	/	17	96	-6	-13	2.5	-6	-4	-1
COc1ccccc1NC(=O)c1ccc(NC(=O)CNC(=O)c2ccc(OC)c(OC)c2)cc1	/	-12	-1	/	/	3	9	0.3	3	6	-15
CC(C)CC(=O)NC(=S)NNC(=O)c1cccc([N+](=O)[O-])c1	7	5	0	-7	96	5	-5	3.2	25	-1	-10
Fc1cccc(CN2CCN(C(=S)NCCc3ccccc3)CC2)c1	5	3	1	-5	106	-2	-11	4.3	38	0	69
Cc1onc(NC(=O)NC(=O)c2ccccc2F)c1Br	9	-11	/	-9	96	10	-3	1.6	3	1	22
Cc1nn(Cc2ccccc2)c(Cl)c1/C=N/NC(=O)c1cccnc1	10	-4	-1	-10	86	-15	7	0.7	28	4	9
CCOCCCn1c(=S)[nH]c2ncccc2c1=O	10	-2	-4	-10	92	17	4	-2.9	7	8	8

Shown with the structure last: entries from further up.
SR-BI DiI-HDL act	dFosB activator	NSD2 HMT inh	SR-BI HDL uptake	Pemphigus Ab inh	MITF TRPM1 HTS	PKA-R1A activ	CDK5 inh	Arr AP2 block	PKA-R2B act	Mot1-301 SUMO	compound
-3	-7	2	3	106	-9	-5	-1.4	2	-13	5	COc1ccc(S(=O)(=O)NCCC(=O)NC2CCCCCCC2)cc1
-49	-4	9	49	98	30	0	1.4	28	-5	96	Cc1ccc(-c2cc(-c3n[nH]c(=S)n3C)c3ccccc3n2)cc1

Source: PubChem
